RGS4 inhibitor: blocks human RGS4-accelerated GTP hydrolysis. Transcreener GDP fluorescence polarization, RGS4-accelerated GTP hydrolysis. Potency, µM (titrated, usually from 114 µM), without a hit: at the top dose activity change, negative = inhibition, most hits filed as inhibitors. actives 0.039% (n = 390,000); further: on the % scale 0 is the no-effect control and ±100 the full control effect; nearly all actives have a fitted effect of over 75% in size; some results filed as inactive show a strong effect at the top dose
Target sequence (P49798 whole entry, looked up): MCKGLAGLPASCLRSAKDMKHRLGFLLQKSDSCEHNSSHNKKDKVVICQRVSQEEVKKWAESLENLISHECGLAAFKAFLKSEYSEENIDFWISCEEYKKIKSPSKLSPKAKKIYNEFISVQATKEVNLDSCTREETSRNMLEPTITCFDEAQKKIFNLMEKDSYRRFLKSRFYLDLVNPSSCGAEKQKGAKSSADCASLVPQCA
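MLSMR compounds (23 nl, pin-transferred) preincubated 10 min at room temperature with a 500nM (2x) first reagent, then RGS4 at 900nM (2x) plus Transcreener GDP mix added; fluorescence polarization (620/688 nm) read before and after 90 min at 30 °C.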
rTrxR1 inhibitor: blocks rat thioredoxin reductase 1. O89049. Potency, µM (titrated, usually from 114 µM), for the others: at the top dose activity change, negative = inhibition, usual class: inhibitors. recombinant rTrxR1, NADPH fluorescence consumption, selenite substrate. actives 1% (n = 390,000); further: on the % scale 0 is the no-effect control and ±100 the full control effect; nearly all actives have a fitted effect of over 65% in size
Target sequence (O89049 whole entry, looked up): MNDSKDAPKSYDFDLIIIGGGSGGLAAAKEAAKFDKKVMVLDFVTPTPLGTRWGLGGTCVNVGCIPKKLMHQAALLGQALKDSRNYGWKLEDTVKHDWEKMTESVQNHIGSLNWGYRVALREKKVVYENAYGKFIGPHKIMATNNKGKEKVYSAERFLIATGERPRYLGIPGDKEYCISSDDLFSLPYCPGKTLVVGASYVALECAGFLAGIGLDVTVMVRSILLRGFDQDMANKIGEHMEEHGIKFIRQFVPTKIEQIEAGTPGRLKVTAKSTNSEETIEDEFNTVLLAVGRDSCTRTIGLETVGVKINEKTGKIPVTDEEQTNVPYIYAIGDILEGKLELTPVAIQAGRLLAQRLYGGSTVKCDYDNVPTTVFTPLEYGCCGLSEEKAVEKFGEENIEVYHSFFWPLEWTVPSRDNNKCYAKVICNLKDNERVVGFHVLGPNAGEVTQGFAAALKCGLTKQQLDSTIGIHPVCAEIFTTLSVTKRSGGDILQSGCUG
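Rat TrxR1 (90 nM in the dispensed reagent) was pre-reduced with 400 uM NADPH for 5 min at room temperature, then incubated with compound for 15 min. After 400 uM selenite was added, NADPH fluorescence (Ex 340/Em 450 nm) was followed for 8 min.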
Vif-APOBEC3G blk: inhibitors of Vif-APOBEC3G interaction | Q9HC16 | HeLa A3G-eYFP + Vif (tagged APOBEC3G with the HIV-1 protein that degrades it), YFP fluorescence, overnight | Potency, µM (top dose mostly 46.1 µM), without a hit: top-dose activity, negative = active, hits mostly inhibitors | actives 0.076% (n = 410,000);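 further: on the % scale 0 is the no-effect control and ±100 the full control effect; nearly all actives have a fitted effect of over 60% in size; hits raise eYFP signal because A3G escapes Vif-driven loss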
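HeLa cells stably expressing Vif and C-terminally eYFP-tagged A3G, seeded overnight at 37 deg C, then exposed to compound by pintool overnight at 37 deg C. Rise in yellow fluorescence (Ex 488/Em 500-530, Acumen) marks blocked Vif-driven A3G degradation.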
ALOX12 inh: blocks human arachidonate 12S-lipoxygenase; P18054; purified 12hLO, xylenol orange hydroperoxide absorbance; Potency, µM (doses to about 108 µM), inactives show at the highest dose activity change, negative = inhibition, usual class: inhibitors; actives 1.1% (n = 580,000); AID 1671190; further: on the % scale 0 is the no-effect control and ±100 the full control effect
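Hydroperoxide product was detected by ferrous iron/xylenol orange as the 573 to 405 nm absorbance ratio. Arachidonic acid at 40 uM (final) was turned over for 30 min at room temperature by 150 nM human 12hLO, pH 7.0 Hepes buffer, after 15 min compound preincubation.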
Vif-APOBEC3F blk: Vif-A3F binding inhibition. HeLa A3F-eYFP + Vif (tagged APOBEC3F with the HIV-1 protein that degrades it), YFP fluorescence increase. Potency, µM (titrated, usually from 46.1 µM), inactives show top-dose activity, negative = active. actives 0.2% (n = 390,000); further: % of control where 0% means no effect; nearly all actives have a fitted effect of over 65% in size
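HeLa cells stably expressing Vif plus C-terminally eYFP-tagged A3F were seeded, incubated overnight at 37 deg C, dosed with compound, incubated overnight again at 37 deg C. Yellow fluorescence (Ex 488/Em 500-530) reported blocked Vif-mediated A3F-eYFP degradation.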
mIDH1 inhibitor: blocks human mutant IDH1 R132H enzyme; AID 602179; actives 0.093% (n = 390,000); IDH1-R132H enzyme, NADPH consumption, diaphorase/resazurin fluorescence; Potency, µM (top dose mostly 76.6 µM), without a hit: at the highest dose activity change, negative = inhibition, hits mostly inhibitors; further: on the % scale 0 is the no-effect control and ±100 the full control effect; nearly all actives have a fitted effect of over 65% in size
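IDH1-R132H (0.5 ug/mL) preincubated 30 min with compound, then NADPH (0.016 mM) and alpha-KG (2 mM) added; 80 min at RT, pH 7.5. Remaining NADPH coupled via diaphorase/resazurin to fluorescence (540/590 nm); concentration-response curves normalized to no-enzyme control.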
RXFP1 agonist: agonists of human relaxin receptor RXFP1; Q9HBX9; HEK293T-RXFP1 cAMP TR-FRET, 30 min; response scale: percent of porcine relaxin response, buffer zero; Potency, µM (highest dose often 57.5 µM), inactives show at the top dose activation, hits mostly activators; actives 0.3% (n = 370,000); further: on the % scale 0 is the no-effect control and ±100 the full control effect; nearly all actives have a fitted effect of over 60% in size; many of its hits are not listed in these tables
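HEK293T cells stably expressing RXFP1 were pretreated with the PDE4 inhibitor Ro 20174, exposed to compounds for 30 min at 37C, lysed, and cAMP was read by TR-FRET. Data normalized to buffer (basal) and 29 nM porcine relaxin (100%).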
USP1 inh: inhibitors of human USP1/UAF1 deubiquitinase | recombinant USP1/UAF1, Ub-Rhodamine cleavage fluorescence | Potency, µM (top dose mostly 57.1 µM), for inactives: at the highest dose activity change, negative = inhibition, most hits filed as inhibitors | O94782 | actives 0.23% (n = 390,000); further: on the % scale 0 is the no-effect control and ±100 the full control effect; nearly all actives have a fitted effect of over 60% in size; inactives centre near -12
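High-throughput fluorogenic screen: 1nM USP1/UAF1 complex, Ub-Rho substrate 150nM final, 50mM HEPES pH 7.8 with 0.5mM EDTA, 0.1 mg/ml BSA, 1mM TCEP and 0.01% Tween-20.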
TrxR1 substrate: is turned over as a substrate by rat TrxR1 | Potency, µM (doses to about 114 µM), inactives show at the top dose activity change, negative = substrate turnover | actives 0.01% (n = 390,000) | purified TrxR1 substrate turnover, NADPH consumption readout | O89049; further: on the % scale 0 is the no-effect control and ±100 the full control effect; nearly all actives have a fitted effect of over 50% in size
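Rat TrxR1, dispensed at 90 nM, was prereduced with 400 uM NADPH (final) for 5 min at ~22 deg C, then incubated with compound 15 min before 400 uM selenite. A first-read NADPH fluorescence drop versus no-compound background flagged substrates.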
* hit, by the source's call; u = inconclusive; x = no result given; & = joins results of further samples; [ ] = dose if it differs, or a comment. The call rests on the fitted dose curve; in most records, active means well fitted curve in the direction sought with a large enough effect; inconclusive means small, poorly fitted or top-dose-only effect, or another doubt; inactive means no such curve, though single readings can be large; an effect the other way counts as inactive or inconclusive. Potency means the concentration at half of the fitted maximal effect. These rows are one share of the data; count on the stated rates, not on these rows.

SMILES | USP1 inh | TrxR1 substrate | rTrxR1 inhibitor | ALOX12 inh | RGS4 inhibitor | mIDH1 inhibitor | Vif-APOBEC3F blk | RXFP1 agonist | Vif-APOBEC3G blk
COc1cc([N+](=O)[O-])ccc1NC(=O)CSc1nncn1-c1cccnc1 | -12% | -18%[57.1 µM] | 9%[57.1 µM] | 2% | -41% | 2% | -7% | -2.9% | 3%
O=C(CSc1nc2c([nH]c3ccccc32)c(=O)n1-c1ccc(F)cc1)Nc1ccc2c(c1)OCO2 | -6% | -10%[57.1 µM] | u | -11% | 1% | -3% | -12% | 3.1% | -4%
COC(=O)[C@H](C)NC(=O)Nc1ccc(Oc2ccccc2)cc1 | -24% | 6% | -20% | 10% | 16% | 0% | -3% | -1.7% | -7%
Cc1ccc(Cn2c(N3CCN(C)CC3)nc3c2c(=O)[nH]c(=O)n3C)cc1 | -15% | 7%[2.29 µM] | 10%[57.1 µM] | 0% | 10% | 5% | 1% | 0.2% | 0%
COc1ccc(/C(C)=N/OC/C(O)=C(\C#N)c2nc3ccccc3[nH]2)cc1 | -12% | -4% | 7% | -11% | -29% | 6% | -3% | 0.2% | -7%
Cc1ccc(C)c(-c2cc(C(=O)Nc3sc(C)c(C)c3C(N)=O)c3ccccc3n2)c1 | -19% | -2% | 18% | u | -27% | 0% | 1% | -0.2% | 0%
Cc1ccc(C(CC(=O)NCc2ccco2)c2ccccc2)c(O)c1 (stereo not given) | -9% | 9%[57.1 µM] | 14%[57.1 µM] | -21% | -18% | 6% | -9% | -1.9% | 2%
O=C(Nc1ccc(N2C(=O)C3C4C=CC(C4)C3C2=O)cc1)Nc1nnc(C(F)(F)F)s1 (stereo not given) | -24% | -5% | 6% | -4% | -4% | -7% | -2% | -1.8% | -8%
CCn1nc(-c2ccccc2)c2nc3ccccc3nc21 | x | 4%[57.1 µM] | 11%[57.1 µM] | -5% | 1% | -1% | 25µM* | 4.9% | 13µM*
COc1ccc(C(=O)n2nc(-c3ccco3)nc2NCc2cccs2)cc1OC | -3% | -8% | u | 7.9µM* | -41% | 1% | 4% | -0.3% | -7%
CCN(c1ccc(NC(=O)COC(=O)c2ccc([N+](=O)[O-])o2)cc1)C(C)C | -8% | -4% | -11% | 5% | 3% | 4% | -12% | -0.4% | -6%
CC(=O)OCC(NC(=O)C(COCc1ccccc1)NC(=O)OC(C)(C)C)C1OC(n2cc(F)c(=O)[nH]c2=O)C(OC(C)=O)C1OC(C)=O (stereo not given) | x | 1% | 18%[57.1 µM] | x | 4% | x | x | x | -1%
CC1CCCC(C)N1C(=O)COC(=O)c1ccc(S(=O)(=O)N(C)c2ccccc2)cc1 (stereo not given) | -14% | -17% | -22% | 24% | 11% | -6% | 0% | x | 2%
CC1CCCC(NC(=O)CCC(=O)NCc2ccccc2)C1C (stereo not given) | -12% | 8% | 58%[activator] | 5% | 13% | -3% | 2% | 2.4% | 0%
Cc1cc(C)cc(Oc2nn[nH]n2)c1 | -15% | 9%[57.1 µM] | 8%[57.1 µM] | -3% | -9% | -1% | 1% | -0.5% | 1%
COc1ccccc1C(=O)Nc1ccc(N2CCN(C(C)=O)CC2)cc1 | 0% | 3% | 12% | -10% | 23% | -6% | -2% | -1.9% | -1%
CCS(=O)(=O)n1nc(-c2ccc(Cl)cc2)nc1SCc1ccccc1 | -15% | -22% | -28% | x | -9% | 4% | -10% | 0.4% | -4%
CCCN1C2CCCC1CC(NC(=O)c1ccccc1OCC)C2 (stereo not given) | -11% | -1% | -6% | u | 18% | 4% | 1% | 0.2% | 1%
CN(C)C(CNC(=O)c1cccc(S(=O)(=O)Nc2ccccc2Cl)c1)c1ccco1 (stereo not given) | -20% | 5% | 4% | 2% | -4% | -8% | 2% | -0.5% | -5%
COc1ccccc1N(CC(=O)N/N=C/c1ccc(OCC(=O)NCc2ccco2)cc1)S(=O)(=O)c1ccc(C)cc1 | -4% | -16% | 11%[57.1 µM] | x | -32% | -6% | 1% | -0.6% | -13%
Cc1cccc(NC(=O)c2cccc(C(=O)Nc3cccc(C)c3)n2)c1 | -25% | 41%[activator] | 8% | u | 10% | 10% | -26% | x | -1%
CC(C)CCN1C(=O)c2ccc(C(=O)Nc3ccccn3)cc2C1=O | -18% | 5% | 15% | 221%[activator] | -13% | 6% | -6% | 5.1% | 2%
CCn1ccnc1[C@@H]1C[C@H]2CN(Cc3ccccc3OC)C(=O)[C@]23CCCN13 | -21% | -1% | 7% | 12% | -1% | 3% | -7% | 0.6% | -2%
S=c1nc(-c2ccccc2)[nH]c2ccccc12 | -9% | -6% | -4% | -13% | -25% | -14% | -1% | u | 1%
Nc1c(Cl)cc(C2=NCCn3c2c2ccccc2[n+]3[O-])cc1Cl | -24% | 9%[57.1 µM] | 11%[57.1 µM] | -17% | -33% | 6% | 8% | 0.1% | -8%
NC(=S)Nc1ccc(F)cc1F | -15% | -20%[57.1 µM] | 13%[57.1 µM] | 125%[activator] | -15% | 6% | 13% | -2.6% | -2%
CC(=O)c1cn(C)c(=O)c2ccccc12 | -22% | -3% | 14% | -1% | 4% | 0% | -3% | -2.8% | -4%
CC1CC(C)CN(CCCNC(=O)c2cc3c(s2)-c2ccccc2OC3)C1 (stereo not given) | -9% | 564%[activator] | u | -25% | 6% | -6% | -15% | 10% | 6%
NC(=O)CN1CCN(Cc2ccc3c(c2)OCO3)CC1 | -6% | 6%[57.1 µM] | 2%[57.1 µM] | -7% | 12% | 4% | 2% | 0.0% | -1%
O=C(NCc1ccc(F)cc1)C(=O)NCC1OCCN1S(=O)(=O)c1cccs1 (stereo not given) | -5% | -4%[57.1 µM] | 14%[57.1 µM] | 8% | 18% | 2% | 3% | 1.6% | 3%
CCn1cc(C(=O)NCc2ccccc2OC)c(=O)c2cc(S(=O)(=O)N(C)C)ccc21 | -4% | -13% | -5% | 302%[activator] | 13% | 1% | -10% | -0.4% | -10%
C=CC(C)(C)O[C@@H]1O[C@H](CO)[C@@H](O)[C@H](O)[C@H]1O | -7% | 3%[57.1 µM] | 20%[57.1 µM] | 2% | -4% | 13% | 6% | 0.2% | 2%
CC(C)=CC(=O)Nc1nnc(-c2ccccc2C)s1 | -25% | 10%[57.1 µM] | 24%[57.1 µM] | 3% | -5% | 2% | -23% | -1.9% | -2%
c1ccc2c3nnc4n(c-3nc2c1)CCCS4 | -25% | 0% | 21% | -13% | 7% | 2% | -6% | 2.8% | 1%
CC1Nc2ncnc(N3CCOCC3)c2N(Cc2ccccc2)C1=O (stereo not given) | -8% | 1% | -5% | -16% | -10% | 2% | -2% | 2.2% | -5%
O=[N+]([O-])c1cc(S(=O)(=O)N2CCCC2)ccc1NN=C1CCCC1 | -17% | -8% | -1% | -10% | -31% | 1% | 1% | 2.4% | 3%
C[C@@H]1CN([C@H](C)CO)C(=O)CCCn2nncc2CO[C@H]1CN(C)Cc1cccc(C(F)(F)F)c1 | -2% | x | x | -6% | x | -2% | -13% | x | -1%
O=C(COC(=O)c1ccccc1F)Nc1ccc(S(=O)(=O)N2CCOCC2)cc1 | -9% | 0% | 38%[11.4 µM] | -12% | u | 4% | -5% | x | 1%
COc1ccc(S(=O)(=O)N2CCCCC2)cc1NC(=O)CNc1ccccc1C(C)=O | -5% | 2% | -6% | 387%[activator] | -12% | -10% | -11% | -1.0% | -10%
COc1ccccc1NC(=O)CN1CCSc2ccccc21 | -23% | -15%[57.1 µM] | 15%[57.1 µM] | 160%[activator] | -7% | 9% | 15% | 0.2% | -4%
CCOC(=O)c1c(NC(=O)CSc2nnnn2CC)sc(C)c1C | -16% | -2% | 4% | 0% | -9% | -3% | 0% | -0.6% | -5%
CC(=O)c1ccc(OCC(O)CN2CCC(C)CC2)cc1 (stereo not given) | 0% | 1% | 4% | 24% | 15% | -7% | 2% | 0.8% | 0%
CN(C)C(=O)CCc1ccc2c3c([nH]c2c1)[C@]1(C)[C@@H](C(=O)N2CCOCC2)C[C@H](CC(=O)NCc2ccco2)C(=O)N1CC3 | -25% | 2% | 9% | -11% | -6% | 9% | 1% | x | -1%
Cc1ccc(NC(=O)NNC(=O)C2CC(c3cccnc3)=NO2)cc1 (stereo not given) | -11% | -8% | 23%[57.1 µM] | 0% | -36% | 5% | 1% | -0.7% | -1%
O=C1CCc2cc(S(=O)(=O)NCc3ccccc3)cc3c2N1CC3 | -5%&-8% | 6% | 11% | -16%&-22% | 0%&20% | 1%&6% | 8%&6% | 0.8%&2.7% | -5%&1%

Assay outcomes (PubChem BioAssay)
